# TCR-CD3 inh: inhibitors of human TCR-CD3 interaction | TAMRA-labeled TCR probe fluorescence, biochemical | actives 0.37% (n = 360,000) | inhibition, % at 9.4 µM; in the data active = inhibition above about 19%;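 note: recombinant mutant TCR 2C K166C tagged with TAMRA read by polarization; 0% = receptor in buffer alone and 100% = receptor with positive control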
# MBD2 DNA inh: inhibitors of human MBD2 binding to methylated oligonucleotide; AID 686964; TR-FRET; actives 0.31% (n = 370,000); inhibition, % at 4.4 µM; Q9UBB5; in the data active = inhibition above about 13%
# HTRA1 inh: blocks human HTRA1 serine peptidase; Q92743; actives 0.5% (n = 340,000); inhibition, % at 5.96 µM; recombinant HTRA1, FP-rhodamine activity-based probe, fluorescence polarization; in the data active = inhibition above about 36%;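 note: 0% = enzyme with DMSO and 100% = wells lacking enzyme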
# UHRF1 MBD2 ctr: human UHRF1 methylated DNA binding inhibitors | AID 687016 | inhibition, % at 4.4 µM | actives 0.75% (n = 370,000) | UHRF1 binding to methylated oligo, TR-FRET; in the data active = inhibition above about 21%;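 note: UHRF1 SRA domain binding a hemimethylated CpG hairpin DNA probe; 0% = median of test compound wells and 100% = reference inhibitor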
# SIAE primary: inhibitors of human sialic acid acetylesterase SIAE; actives 0.69% (n = 370,000); AID 1053197; SIAE FP-Rh probe binding, fluorescence polarization; inhibition, % at 9.66 µM;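 active = inhibition above a cutoff: mean of compounds within the control limits plus 3 SD of those, cut at about 17% in these data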;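 note: 0% = plate median of compound wells and 100% = probe without SIAE protein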
# Target sequence (Q9HAT2 whole entry, looked up): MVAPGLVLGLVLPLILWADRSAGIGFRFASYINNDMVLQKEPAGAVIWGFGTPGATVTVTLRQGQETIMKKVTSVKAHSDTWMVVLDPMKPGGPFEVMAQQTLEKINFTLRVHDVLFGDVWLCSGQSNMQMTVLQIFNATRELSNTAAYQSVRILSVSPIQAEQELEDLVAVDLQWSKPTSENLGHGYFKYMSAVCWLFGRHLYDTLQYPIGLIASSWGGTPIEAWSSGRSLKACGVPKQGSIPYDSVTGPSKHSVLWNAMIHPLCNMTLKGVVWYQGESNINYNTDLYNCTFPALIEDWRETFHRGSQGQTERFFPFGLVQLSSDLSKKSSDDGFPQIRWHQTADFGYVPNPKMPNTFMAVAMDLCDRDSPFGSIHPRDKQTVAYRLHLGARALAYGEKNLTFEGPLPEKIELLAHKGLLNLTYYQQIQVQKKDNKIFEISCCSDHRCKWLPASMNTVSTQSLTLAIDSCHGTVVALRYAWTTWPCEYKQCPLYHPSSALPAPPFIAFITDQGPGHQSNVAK
# rCAG RNA binder: r(CAG) repeat RNA binding; TO-PRO-1 dye displacement fluorescence; actives 1.3% (n = 370,000); inhibition, % at 3 µM;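 active = inhibition above the plate cutoff, the mean of all test compounds on that plate plus 3 SD, cut at about 35% in these data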;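 note: 0% = DMSO alone and 100% = 100 µM mitoxantrone as full dye displacement; higher means more dye released from RNA so lower well fluorescence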
# PRMT1 inh: blocks human protein arginine methyltransferase 1; AID 652257; actives 1.3% (n = 370,000); recombinant PRMT1, activity-based probe fluorescence polarization; inhibition, % at 2.79 µM; Q99873;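 active = inhibition above about 21% made by adding two undisclosed values, limit read from the data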
# NPR1 activator: GC-A (human) enzyme activation. HEK293 GC-A cells, cGMP TR-FRET, EC30 ANP; 0% at EC30 ANP, 100% saturating ANP. activation, % at 10 µM. actives 0.14% (n = 370,000). AID 1671463; in the data active = activation above about 40%
# ABHD4 inh: ABHD4 (mouse) inhibition, primary FP screen. purified mABHD4, FP-Rh probe fluorescence polarization. Q8VD66. actives 0.54% (n = 370,000). AID 720543. inhibition, % at 8.92 µM;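 active = inhibition exceeding the mean over every tested compound plus 3 SD, cut at about 30% in these data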;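 note: 0% = plate median of compound wells and 100% = S159A mutant with DMSO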
# Target sequence (Q8VD66 whole entry, looked up): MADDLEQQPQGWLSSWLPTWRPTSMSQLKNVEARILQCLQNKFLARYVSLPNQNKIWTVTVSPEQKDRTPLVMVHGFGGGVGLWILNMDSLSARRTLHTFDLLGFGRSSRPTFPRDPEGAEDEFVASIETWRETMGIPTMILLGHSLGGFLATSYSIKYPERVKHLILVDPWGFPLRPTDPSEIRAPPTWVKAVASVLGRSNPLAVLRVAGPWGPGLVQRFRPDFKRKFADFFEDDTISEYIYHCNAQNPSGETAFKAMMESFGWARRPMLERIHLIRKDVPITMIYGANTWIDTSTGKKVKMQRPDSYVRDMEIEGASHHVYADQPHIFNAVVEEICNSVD
#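 Test system: mABHD4 protein | Buffer or medium: HEPES pH 7.0 buffer, 150 mM NaCl, 0.01% Pluronic F-127 | Probe or stimulus: FP-Rh fluorescent activity-based probe, added after compound pre-incubation | Timing: Pre-incubation 45 min, probe exposure 60 min, at 25 °C | Technique: Fluorescence polarization, excitation 525 nm, emission 598 nm, BODIPY TMR filters | Repeats: Single well per compound (singlicate)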
# GC-B act: GC-B (human) receptor activation | P20594 | HEK293-GC-B cells, CNP EC30, cGMP TR-FRET; 0% at EC30 CNP, 100% saturating CNP | activation, % at 10 µM | actives 0.11% (n = 370,000);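 active = activation at 10 µM reaching about 35% in either raw or pattern-adjusted values, limit read from the data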
# * = called active by the depositor; x = not tested or not shown. These rows are one share of the data, so the mix of outcomes need not match the whole.
SMILES,TCR-CD3 inh,MBD2 DNA inh,HTRA1 inh,UHRF1 MBD2 ctr,SIAE primary,rCAG RNA binder,PRMT1 inh,NPR1 activator,ABHD4 inh,GC-B act
Cc1ccc(NS(=O)(=O)c2ccccc2Cl)c2c1CC(C)(C)O2,5,-3,-14,0,-1,2,1,-3,-1,-6
Cc1ccc(-c2cc(C(=O)NN=Cc3cccc(OCc4ccccc4)c3)[nH]n2)cc1C,x,-3,x,-1,-67,15,-3,-6,-47,0
CN(C)Cc1c(C(=O)N/N=C/C=C/c2ccccc2)nnn1-c1nonc1N,4,-3,4,-2,12,3,-1,-2,4,5
CCO[C@@H]1OC(C(=O)N2CCN(Cc3ccccc3)CC2)=C[C@H](c2ccc(Br)cc2)[C@H]1CCCO,-2,2,-14,3,-8,0,-2,-1,-22,-4
CC(C)c1c(C(=O)N/N=C/c2ccc(OCc3ccccc3)cc2)nnn1-c1nonc1N,0,-1,-15,-1,11,3,-5,-1,-6,6
C=Cn1c(C(=O)O)ccc1-c1ccc(OC)cc1,1,-1,x,-1,-1,1,1,1,-2,2
Cc1c(NC(=O)CCCOc2ccccc2)cccc1[N+](=O)[O-],-9,7,-9,3,2,0,3,2,-9,6
CCN(CC)S(=O)(=O)N1CCC(C(=O)NC2CCCC2)CC1,7,1,-3,0,3,-3,-1,1,-8,4
O=[N+]([O-])c1ccc(CSc2ccc(S(=O)(=O)N3CCCCC3)cn2)cc1,2,1,-20,4,-10,8,1,2,5,3
O=C(Nc1ccc(-c2nc3cccnc3s2)cc1)c1ccco1,1,-4,-33,-6,-33,16,-2,2,-21,-1

# Whole records from above.
# Cc1ccc(NS(=O)(=O)c2ccccc2Cl)c2c1CC(C)(C)O2 in the list: TCR-CD3 inh: 5; MBD2 DNA inh: -3; HTRA1 inh: -14; UHRF1 MBD2 ctr: 0; SIAE primary: -1; rCAG RNA binder: 2; PRMT1 inh: 1; NPR1 activator: -3; ABHD4 inh: -1; GC-B act: -6
# O=C(Nc1ccc(-c2nc3cccnc3s2)cc1)c1ccco1 in the list: TCR-CD3 inh: 1; MBD2 DNA inh: -4; HTRA1 inh: -33; UHRF1 MBD2 ctr: -6; SIAE primary: -33; rCAG RNA binder: 16; PRMT1 inh: -2; NPR1 activator: 2; ABHD4 inh: -21; GC-B act: -1

# (next part)
SMILES,TCR-CD3 inh,MBD2 DNA inh,HTRA1 inh,UHRF1 MBD2 ctr,SIAE primary,rCAG RNA binder,PRMT1 inh,NPR1 activator,ABHD4 inh,GC-B act
CC(O)(c1cccc(F)c1)c1nc(-c2ccc3ccccc3c2)cs1 (stereo unspecified),4,-4,x,-1,-31,3,-8,-3,-36,-4
COc1cc(CN2CCNC(=O)C2CC(=O)NCCCC2CCCC2)cc(OC)c1 (stereo unspecified),3,4,-4,1,5,-4,3,-7,3,-9
N#Cc1ccsc1NC(=O)CCN1C(=O)C2CCCCC2C1=O (stereo unspecified),-10,0,-1,0,6,2,2,3,7,6
COc1ccc(CNC(=O)CCC(=O)Nc2ccc(Cl)cc2)cc1,-10,3,-1,1,-2,-6,0,5,4,1
Cc1nc(CNS(=O)(=O)c2ccccc2F)cs1,0,5,-1,1,2,1,0,2,-1,2
CCN(CC)S(=O)(=O)c1cccc(NC(=O)COC(=O)CNC(=O)c2cccc(F)c2)c1,0,-1,0,2,-2,0,-5,2,-8,-2
CCn1cc(S(=O)(=O)CC(=O)Nc2cccc(C)c2)c2ccccc21,-1,-5,-1,1,1,3,-4,-9,-6,-8
O=C1C(=O)N(Cc2ccc(-c3ccc(Cl)nc3)cc2)c2ccc(OC(F)(F)F)cc21,x,4,x,0,9,x,5,-18,4,-13
COc1cccc(NC(=O)CCc2c(C)nn(-c3ccc(N4CCOCC4)nn3)c2C)c1,-8,5,3,0,7,-5,0,1,-5,-1
COC(=O)C1=C(C)N(C)C(=NCc2cc(OC)c(OC)c(OC)c2)NC1c1ccc(C(F)(F)F)cc1 (stereo unspecified),-7,5,x,1,12,7,0,-6,-7,-9
CC(C)Cn1c(-c2ccc(Br)o2)n[nH]c1=S,2,5,0,-3,3,2,7,2,-6,6
CCN(CC)CCNc1ncnc2c1sc1nc(N3CCOCC3)c3c(c12)CC(C)(C)SC3,3,-1,-7,1,5,14,-3,24,5,20
CCN(CC)S(=O)(=O)c1ccc(OCC(=O)NC(=O)c2ccccc2OC)c([N+](=O)[O-])c1,-1,-2,-2,-2,2,-2,-2,-3,-1,0
Cn1cc(C(=O)c2ccc(Cl)cc2Cl)cc1C(=O)N/N=C(\N)COc1ccccc1,-4,6,-8,2,-1,9,1,0,-6,-1
C/C(=N/NC(=O)c1ccc(Br)s1)c1ccncc1,6,-5,-19,-2,-2,9,1,6,-12,2
CCCN(CCC)C(=S)NC1CC2C=CC1C2 (stereo unspecified),-6,2,-2,1,-9,-6,4,-3,-1,3
Cc1noc(C)c1C(=O)NCc1ccccc1Br,-4,7,-5,2,-9,0,5,2,-2,-7
Cc1c(NC(=O)CCC2CCCCC2)cc(C(=O)N2CCOCC2)cc1[N+](=O)[O-],5,1,-2,0,0,-7,-1,3,2,3
COc1ccc(C(O)c2ncc(-c3ccccc3Cl)[nH]2)cc1F (stereo unspecified),-8,6,x,5,-2,1,3,0,-12,0
CCOc1cc(S(=O)(=O)n2ccnc2)ccc1Cl,0,3,-3,1,3,-2,1,1,5,4
Fc1ccc(NC(=S)Nc2cccnc2)cc1Cl,-2,-2,-14,0,-3,-1,-4,-1,-6,-4
CCCCC(=O)OCC(=O)Nc1ccc(SC(F)F)cc1,9,2,-2,-2,1,-5,4,6,-2,3
Cc1c(C(=O)OCCN2CCCCC2)oc2ccccc12,8,-3,-3,-1,0,-3,0,-2,6,-7
COC(=O)C(C)Sc1nc2c(c(=O)[nH]c(=O)n2C)n1CCC(C)C (stereo unspecified),-11,-1,3,3,-3,0,2,22,-9,16
O=c1[nH]c(C2CCCN(S(=O)(=O)c3ccc(F)cc3)C2)nc2c1nnn2Cc1ccccc1 (stereo unspecified),-12,-1,-4,-2,-8,7,1,1,-6,-8
CCCN1C2CCCC1CC(NC(=O)c1cc(OC)c(OC)c(OC)c1)C2 (stereo unspecified),3,1,5,0,-3,-4,-4,2,0,7
Cc1c(N2C(=O)CS/C2=N\N=C\c2ccc(Cl)cc2)c(=O)n(-c2ccccc2)n1C,5,0,-3,-4,-5,2,-2,2,-2,2
CC(=O)Nc1cc(NC(C)=O)c2nc(N)sc2c1,3,-2,-2,0,-1,5,-2,x,5,x
CCN1CCN(c2c(S(=O)(=O)c3ccc(C)c(C)c3)cnc3ccc(F)cc23)CC1,7,-6,-7,-4,2,2,-8,-24,7,-11
Cc1cccc(C)c1Oc1nc(-c2ccccc2)ncc1S(=O)(=O)c1ccccc1,7,0,-1,-1,-7,1,1,-4,-1,-6
CC[C@@H]1CC2=C(C(=O)OC(C)(C)O2)[C@H](c2ccc(Cl)cc2)O1,3,-7,x,-1,5,2,1,-6,0,-3
Cc1ccc2cc(CN(CC3CCCO3)C(=S)Nc3ccccc3)c(=O)[nH]c2c1C (stereo unspecified),4,-3,-10,2,-4,-4,-3,15,12,1
COc1ccc(Cl)cc1NC(=O)CC(=O)Nc1cc(Cl)ccc1OC,1,0,-9,-2,-6,4,-2,8,21,2
S=c1[nH]nc(-c2cccnc2)n1C1CCCCC1,2,-2,-1,2,4,0,1,-1,1,-8
Cc1cc(C)nc(NC(N)=S)n1,-1,-4,3,0,3,-1,-3,2,3,1
CC1CCN(C(=O)CSc2nnc(CNC(=O)c3ccc(F)cc3)o2)CC1,8,4,3,-4,3,-6,-2,4,-5,-2
O=S(=O)(c1cccc(Cn2nnc(-c3ccc(F)cc3)n2)c1)N1CCOCC1,3,1,-9,-1,-5,-3,-8,1,-8,-1
O=C(Cn1cnc2ccccc21)N/N=C/c1cccnc1,9,2,4,-2,-1,1,0,-1,-6,4
CCOC(=O)c1sc(NC(=O)C2CCCCC2)nc1C,8,-3,-8,-1,-4,-2,1,3,-2,-4
COc1ccc(-c2cc(C(=O)NC3CCCC3)no2)cc1,0,5,-6,2,8,0,0,3,0,-6

# The last two entries of the part before open the next one:
SMILES,TCR-CD3 inh,MBD2 DNA inh,HTRA1 inh,UHRF1 MBD2 ctr,SIAE primary,rCAG RNA binder,PRMT1 inh,NPR1 activator,ABHD4 inh,GC-B act
CCOC(=O)c1sc(NC(=O)C2CCCCC2)nc1C,8,-3,-8,-1,-4,-2,1,3,-2,-4
COc1ccc(-c2cc(C(=O)NC3CCCC3)no2)cc1,0,5,-6,2,8,0,0,3,0,-6
Cn1c(NCc2ccccc2F)nc2cc(-c3ccsc3)sc2c1=O,-4,1,x,2,-30,4,2,-4,-12,-9
O=C(O)C1C2C=CC(C2)C1C(=O)Nc1nccs1 (stereo unspecified),2,-3,8,-4,4,-1,-3,-2,-1,1
CCOc1ccc2nc(N/C(N)=N/C(=S)Nc3ccc(C)c(C)c3)nc(C)c2c1,-3,-6,-10,-2,6,22,1,6,2,1
Cc1ccc2nc(-c3ccc(NC(=S)NC(=O)CC(C)C)cc3)sc2c1,-6,-6,8,-1,6,0,-3,8,2,5
CN(C)c1cccc(-c2cnc(N3CCC(C(N)=O)CC3)nc2)c1,x,-3,x,1,6,x,4,0,6,-11
CCOc1ccc2[nH]c(=O)c(CN(Cc3ccco3)C(=O)c3ccc(Br)cc3)cc2c1,-19,0,-23,2,-5,11,36*,-6,-8,2
O=S(=O)(NNc1ccc(Cl)nn1)c1ccc(F)cc1,-5,-4,11,0,-1,0,6,0,3,6
COc1ccccc1CN1CC(C(=O)NCc2cccnc2)CC1=O (stereo unspecified),-1,3,9,-1,-4,1,-2,3,5,2
COc1ccc(Cn2c(=S)[nH]c3ccccc3c2=O)cc1,6,-1,2,-2,2,4,-2,4,0,3
Oc1[nH]c2ccc(Br)cc2c1N=Nc1ccc(C(F)(F)F)cn1,-2,3,-7,1,-4,6,2,0,4,-1
COc1cc(/C=C(\C#N)c2nc3ccccc3[nH]2)cc(Br)c1OCc1ccccc1,3,1,-72,-2,-33,12,-1,2,-7,4
COc1ccc(N2CCc3c(C)nc4c(OC)cccc4c32)cc1,1,0,1,3,2,7,-1,-17,-2,-15
O=C(N/N=C/c1ccccc1OC(=O)c1ccc2c(c1)OCO2)c1cccc(F)c1,0,-1,2,2,-6,5,-1,-2,6,-1
CCNc1nc(C)c2cc(Br)c(=O)n(CC)c2n1,1,2,2,2,-3,0,-1,18,4,12
CC(C)=CCOc1ccc2c(C)c(CCC(=O)N3C[C@H]4C[C@@H](C3)c3cccc(=O)n3C4)c(=O)oc2c1C,12,-6,x,-4,-1,-3,2,4,-3,4
COc1ccc(CCNC(=O)CN(c2cc(C)cc(C)c2)S(=O)(=O)c2c(C)noc2C)cc1OC,0,2,3,0,5,-8,-3,0,3,-1
Cc1ccc(C)c(/C(O)=C2/C(=O)C(=O)N(CCN3CCOCC3)C2c2ccc(C)o2)c1 (stereo unspecified),-3,0,-7,-5,-2,3,0,3,5,3
CCOC(=O)c1c(C)[nH]c(C=Nc2ccc(OC)cc2)c1O,6,-8,4,-8,-1,3,22*,-8,8,-6
CC(C)c1ccc(S(=O)(=O)N2CCN(CCC(=O)Nc3ccc(N(C)C)cc3)CC2)cc1,1,15*,7,23*,-8,-9,3,-1,6,6
C[C@@H]1CN([C@H](C)CO)C(=O)c2cc(Br)cnc2O[C@H]1CN(C)C(=O)Nc1ccccc1F,-1,1,1,1,6,2,0,-1,-6,1

# Assay outcomes from PubChem.
